GALK inh: qHTS Assay for Inhibitors of Human Galactokinase (GALK); P51570; Purified GALK, Kinase-Glo residual ATP luminescence; Potency, µM (doses to about 57.5 µM), for the others: at the top dose activity change, negative = inhibition, hits mostly inhibitors; 270,000 compounds, 0.007% hits; further: potency means the concentration at half of the fitted maximal effect; on the % scale 0 is the no-effect control and ±100 the full control effect
Target sequence (P51570 whole entry, looked up): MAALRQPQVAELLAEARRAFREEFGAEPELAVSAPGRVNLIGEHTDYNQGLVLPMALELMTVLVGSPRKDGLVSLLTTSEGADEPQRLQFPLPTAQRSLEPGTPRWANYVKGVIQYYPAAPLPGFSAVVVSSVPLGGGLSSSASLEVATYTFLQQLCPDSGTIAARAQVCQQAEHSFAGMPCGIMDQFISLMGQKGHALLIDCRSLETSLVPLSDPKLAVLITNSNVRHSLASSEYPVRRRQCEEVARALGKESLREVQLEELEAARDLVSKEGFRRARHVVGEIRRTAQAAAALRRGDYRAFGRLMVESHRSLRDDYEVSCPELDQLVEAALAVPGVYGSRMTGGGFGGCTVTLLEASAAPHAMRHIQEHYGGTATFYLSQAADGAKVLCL
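GALK at 5 nM final was combined with compound, 35 uM ATP and 100 uM galactose in HEPES pH8.0 with MgCl2 and DTT. The reaction ran one hour at room temperature before luminescent ATP detection.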
hERG WT inh: qHTS for Inhibitors of KCHN2 3.1: Wildtype qHTS. Voltage-gated inwardly rectifying potassium channel KCNH2 (Homo sapiens), Q12809. U2OS, BacMam KCNH2, thallium flux FluxOr; stronger effect = lower value. activity change, % at 1.84 µM. 340,000 compounds, 0.37% hits. AID 720551, 2013;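 active means maximum activity change below -70%; inconclusive means maximum activity change between -70% and -50%; inactive means maximum activity change above -50%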; further: on the % scale 0 is the no-effect control and ±100 the full control effect
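U2OS cells were transduced with wild-type KCNH2 virus (2.03 x 10^8 / mL) for 4 h at room temperature, then cultured overnight at 37 C. Thallium flux was read with FluxOr dye. Rate constants were normalized to DMSO controls.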
CXXC DNA block: qHTS Fluorescence Polarization Assay for Inhibitors of MLL CXXC domain - DNA interaction; Potency, µM (highest dose often 115 µM), inactives show at the highest dose activity change, negative = inhibition, hits mostly inhibitors; MLL-CXXC / FITC-HOXA9 DNA fluorescence polarization; 290,000 compounds, 0.037% hits; active means well fitted inhibition curve with a large enough effect in the polarisation, with a control signal flat, not every such curve was filed as active; inconclusive means small, poorly fitted or top-dose-only effect, or effect the other way, or a change in a side signal; inactive means no such curve, though single readings can be large or run the other way; the % refers to the polarisation; further: potency means the concentration at half of the fitted maximal effect
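Fluorescence polarization: 7 uM MLL-CXXC (stock) preincubated 5 min with compounds, then 50 nM fluorescein-HOX-A9 DNA (stock) added; 30 min ambient. Buffer 50 mM Tris-HCl pH 7.5, 50 mM NaCl, 1 mM DTT, 0.05% BSA.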
S-ASM inh: Inhibitors of Secretory Acid Sphingomyelinase (S-ASM): qHTS; Sphingomyelin phosphodiesterase (Homo sapiens), P17405; placental ASM, HMU-PC fluorogenic substrate, 60 min; Potency, µM (top dose mostly 57.5 µM), for inactives: top-dose activity change, negative = inhibition, actives largely listed as inhibitors; 340,000 compounds, 0.006% hits; further: potency means the concentration at half of the fitted maximal effect
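Fluorogenic HMU-PC substrate (9 uM final) is turned over by placental ASM in 60 min at 37 C after a 10 min compound preincubation. Reaction ended by alkaline stop (pH 10), with fluorescence read at 386/447 nm.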
Coupling enz: qHTS Assay for Inhibitors of Fructose-1,6-bisphosphate Aldolase from Giardia Lamblia: Coupling assay counterscreen; activity change, negative = inhibition, % at 58.2 µM, hits read low; coupling enzyme system counterscreen, AmpLite Red fluorescence; 290,000 compounds, 0.67% hits; in the data active means activity change below about -30%; further: on the % scale 0 is the no-effect control and ±100 the full control effect
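Counterscreen of the coupled detection system alone, without aldolase: glyceraldehyde-3-phosphate coupling enzymes plus AmpLite Red readout. Compounds at 57.5 uM final, 10 min RT preincubation, 20 min RT reaction, fluorescence 525/598 nm.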
TRPV1 ag: HTS Assay for Compounds that Act as Agonists of the Vanilloid Receptor 1 | Transient receptor potential cation channel subfamily V member 1 (Homo sapiens), Q8NER1 | AID 540275, 2011 | activation, % at 8.33 µM | TRPV1-expressing cells, Fluo-8 calcium influx, agonist mode | 320,000 compounds, 0.19% hits; in the data active means activation above about 80%; inconclusive means between about 30% and that limit; further: 0% is about no effect
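Fluo-8 calcium influx in TRPV1-expressing cells, kinetic read (ex 480/em 520 nm). Compound added and read 3 min for agonist activity, followed by capsaicin at EC20 final and 2 min further read for enhancement.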
MBNL1-CUG inh: qHTS Assay for Inhibitors of MBNL1-poly(CUG) RNA binding; TR-FRET MBNL1-His/biotin-(CUG)12 binding, 665/545 ratio; Potency, µM (series often up to 57.5 µM), without a hit: at the top dose activity change, negative = inhibition, usual class: inhibitors; 280,000 compounds, 0.036% hits; AID 2675, 2010; active means well fitted inhibition curve with a large enough effect in the signal ratio, with a control signal flat, not every such curve was filed as active; inconclusive means small, poorly fitted or top-dose-only effect, or effect the other way, or a change in a side signal; inactive means no such curve, though single readings can be large or run the other way; the % refers to the signal ratio; further: potency means the concentration at half of the fitted maximal effect; on the % scale 0 is the no-effect control and ±100 the full control effect
Target sequence (Q9NR56 whole entry, looked up): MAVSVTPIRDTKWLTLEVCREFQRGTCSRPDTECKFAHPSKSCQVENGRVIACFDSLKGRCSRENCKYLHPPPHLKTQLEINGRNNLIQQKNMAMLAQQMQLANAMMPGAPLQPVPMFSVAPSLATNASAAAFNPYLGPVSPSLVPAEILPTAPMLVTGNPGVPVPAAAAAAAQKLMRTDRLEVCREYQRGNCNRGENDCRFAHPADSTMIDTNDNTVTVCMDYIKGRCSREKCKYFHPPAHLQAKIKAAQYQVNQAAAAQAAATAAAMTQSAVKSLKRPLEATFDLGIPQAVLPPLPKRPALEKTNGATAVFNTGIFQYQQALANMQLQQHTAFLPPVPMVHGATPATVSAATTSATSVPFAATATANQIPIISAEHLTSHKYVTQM
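MBNL1-His + Biotin-(CUG)12, cpd titration 92 nM–58 uM; Tb anti-His Ab 0.055 ng/ul, SA-XL665 5 nM (final); 60 min RT; ratiometric 665/545 nm, Ex 340 nm; normalized to buffer and full-complex controls.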
AT treatment: qHTS Assay for Identifying a Potential Treatment of Ataxia-Telangiectasia | […] A-T fibroblasts, KAP-1 phosphorylation AlphaLISA; neocarzinostatin DNA damage 30 min before lysis | Potency, µM (titrated, usually from 57.5 µM), for inactives: at the top dose activation, most hits filed as activators | 320,000 compounds, 0.19% hits | AID 485349, 2010; further: potency means the concentration at half of the fitted maximal effect; % of control where 0% means no effect; nearly all actives have a fitted effect of over 45% in size
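hTERT-immortalized A-T patient fibroblasts ([…]), 500 cells/well in OPTI-MEM, 1% FBS, got compounds for 60 min, then NCS for 30 min at 37C. Lysates were then assayed for phospho-KAP-1 by AlphaLISA (anti-pKAP1 donor, anti-KAP1 acceptor beads), 6 hr at 25C.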
a7 integrin act: qHTS for Activators of Integrin-Mediated Alleviation for Muscular Dystrophy | alpha7betagal myoblasts, beta-gal FDG fluorescence, 48 h | Potency, µM (top dose mostly 38.3 µM), for inactives: top-dose activation, hits mostly activators | 350,000 compounds, 0.064% hits;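 further: potency means the concentration at half of the fitted maximal effect; 100% = response of the positive control SU9516; nearly all actives have a fitted effect of over 60% in size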
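Alpha7betagal+/- myoblasts (passage 13) were plated 16-24 hr, then exposed to compounds (1:260 dilution of DMSO stock) for 48 hours at 37C. After MPER lysis, β-galactosidase reporter activity was read as FDG fluorescence (ex 480/em 540) after 30 minutes.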
KCNH2 3.1 block: qHTS for Inhibitors of KCHN2 3.1: Mutant qHTS; Potassium voltage-gated channel subfamily H member 2, brain isoform KCNH2 3.1 (human); U2OS KCNH2 3.1, thallium flux FluxOr; stronger effect = lower value; activity change, % (tested at about 1.8 µM); 340,000 compounds, 0.95% hits;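 active means maximum activity change below -70%; inconclusive means maximum activity change from -70% to -50%; inactive means maximum activity change above -50%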;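 further: thallium influx rate constant from kinetic fluorescence after stimulation buffer; on the % scale 0 is the no-effect control and ±100 the full control effect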
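Measured as rate of thallium-driven FluxOr signal in transduced U2OS cells carrying the 3.1 channel, read kinetically for 2 min upon stimulation; values are rate constants scaled to DMSO control wells.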
Active calls of the source: *; ? = inconclusive; / = not tested or not shown; [ ] = remark or other dose. Unless noted, the call rests on the fitted dose curve; in most records, active means well fitted curve in the direction sought with a large enough effect; inconclusive means small, poorly fitted or top-dose-only effect, or another doubt; inactive means no such curve, though single readings can be large; an effect the other way counts as inactive or inconclusive.

SMILES | GALK inh | hERG WT inh | CXXC DNA block | S-ASM inh | Coupling enz | TRPV1 ag | MBNL1-CUG inh | AT treatment | a7 integrin act | KCNH2 3.1 block
O=C(CSc1nnc(Nc2ccccc2F)s1)NCC1CCCO1 (configuration not stated) | / | -4 | / | 2% | / | / | / | 1% | 21% | -14
CC(=O)N(CCCN(C)C)c1nc2ccc(C)cc2s1 | 1% | 3 | 8% | -1% | 3 | 0 | 2% | 2% | -12% | 5
Cc1cc(C)cc(NC(=O)NCc2c(-c3ccccc3)noc2C)c1 | 1% | -10 | -20% | 4% | -3 | -7 | -11% | 8% | -23% | 7
Cc1ccc(C2Cc3cc(O)c(O)cc3CN2)cc1 (configuration not stated) | / | -3 | / | 6% | / | / | / | / | -27% | 10
CC(=O)Nc1ccc(C(=O)OCC(=O)Nc2ccccc2Sc2ccccc2)cc1 | -1% | -21 | 22% | -27% | 1 | ? | 1% | 4% | -15% | -79*
C=CCNc1nnc(-c2ccncc2)s1 | 0% | 0 | 2% | 1% | 1 | -2 | 14% | -10% | 4% | 21
Cc1onc(-c2c(Cl)cccc2Cl)c1COC(=O)c1ccc(Cl)cc1 | -1% | -5 | -8% | -8% | -1 | 23 | -3% | 18% | 5% | -13
COc1ccc(C(=O)NOCc2ccccc2)cc1 | / | 3 | / | 0% | / | ? | / | 4% | -3% | -8
COC(=O)c1sc2nc(-c3ccccc3)c3c(c2c1N)CCCC3 | -3% | 0 | 1% | 82%[activator] | 4 | 0 | -1% | -1% | ? | -25
CSc1nc2c(cnn2-c2ccccc2)c(=O)n1N | -1% | / | -1% | 0% | -1 | 4 | 1% | -1% | 19% | 1
CN(c1ccccc1)S(=O)(=O)c1ccc(C(=O)NCc2ccccc2CN2CCCC2)cc1 | / | 3 | / | -2% | / | 3 | / | -4% | -60%[inhibitor] | -50
C=CCn1c(SCC#N)nc2c(c1=O)C(C)(C)Cc1ccccc1-2 | 0% | 2 | 0% | -7% | 6 | 18 | 3% | -1% | 13% | -3
O=c1c2ccccc2nc(-c2ccoc2)n1CCc1ccccc1 | 0% | 3 | 7% | -3% | 4 | -10 | -9% | 0% | 20% | 5
COc1cccc(NC(=O)CN(C)C(=O)c2cccc(NS(=O)(=O)c3ccc(Br)cc3)c2)c1 | / | -5 | / | -4% | / | / | / | / | -9% | 6
O=C(N/N=C/c1ccccc1O)C1SCCCS1 | 4% | -1 | -4% | 128%[activator] | 0 | 1 | 4% | 3% | -22% | -3
Cc1ccc(N2C(=O)C3CCCN3C2=S)c(C)c1 (configuration not stated) | / | -2 | / | -8% | / | 1 | / | -29% | 33% | 2
O=C(CCn1nc(-c2ccc(Cl)cc2)ccc1=O)NCc1ccccn1 | 3% | -10 | 3% | 3% | 2 | -3 | 8% | -6% | -16% | /
COc1cccc(/C=C2\C=C(c3ccc(C)cc3)OC2=O)c1OC(C)=O | -4% | 1 | 11% | 200%[activator] | -4 | 8 | 1% | -14% | ? | -11
COCCNC(=O)C1CC(=O)N(c2ccc(F)c(Cl)c2)C1 (configuration not stated) | / | -2 | / | 2% | / | / | / | / | -1% | 8
c1ccc(CCNc2cnccn2)cc1 | -2% | 1 | -9% | 14% | 1 | 5 | 7% | 2% | 13% | -2
O=C(Cn1cnc2ccccc2c1=O)NCCCN1CCCC1=O | / | -21 | / | 4% | / | -4 | / | 4% | 6% | -6
COc1ccc(N2CCN(C(=O)COC(=O)COc3cccc(C(F)(F)F)c3)CC2)cc1 | / | -1 | / | 3% | / | 3 | / | -4% | -18% | -8
Cc1ccc2c(c1)N(CC(=O)N1CCCC1)C(=O)c1cccnc1O2 | -1% | -1 | -1% | 3% | / | 7 | -12% | -2% | ? | -24
CC(C)CC(=O)Nc1ccc2c(c1)oc1ccccc12 | 0% | 7 | -5% | -2% | 0 | 25 | -1% | -1% | 6% | 3
c1csc(-c2nnc(Cc3cccc4ccccc34)o2)c1 | -2% | 7 | -2% | -3% | 5 | 1 | 0% | / | 0% | -22

Five compounds from above, reduced to KCNH2 3.1 block, GALK inh and S-ASM inh.
Structure	KCNH2 3.1 block	GALK inh	S-ASM inh
C=CCn1c(SCC#N)nc2c(c1=O)C(C)(C)Cc1ccccc1-2	-3	0%	-7%
O=c1c2ccccc2nc(-c2ccoc2)n1CCc1ccccc1	5	0%	-3%
COc1cccc(NC(=O)CN(C)C(=O)c2cccc(NS(=O)(=O)c3ccc(Br)cc3)c2)c1	6	/	-4%
O=C(N/N=C/c1ccccc1O)C1SCCCS1	-3	4%	128%[activator]
Cc1ccc(N2C(=O)C3CCCN3C2=S)c(C)c1 (configuration not stated)	2	/	-8%

Returning to the listing, starting 2 compounds before the break.
SMILES | GALK inh | hERG WT inh | CXXC DNA block | S-ASM inh | Coupling enz | TRPV1 ag | MBNL1-CUG inh | AT treatment | a7 integrin act | KCNH2 3.1 block
CC(C)CC(=O)Nc1ccc2c(c1)oc1ccccc12 | 0% | 7 | -5% | -2% | 0 | 25 | -1% | -1% | 6% | 3
c1csc(-c2nnc(Cc3cccc4ccccc34)o2)c1 | -2% | 7 | -2% | -3% | 5 | 1 | 0% | / | 0% | -22
Cc1cc(C)nc(N/N=C/C2=C(O)CC(c3ccc(F)cc3)CC2=O)n1 (configuration not stated) | / | 1 | 48%[activator] | -13% | 0 | -2 | 3% | 27% | -2% | -10
CC(=O)c1cccc(NC(=O)c2ccc(C)c(S(=O)(=O)N3CCOCC3)c2)c1 | -4% | 24 | -2% | -3% | 3 | 20 | -4% | 4% | 15% | -5
CC1=C(C(=O)N2CCOCC2)C(c2c(F)cccc2F)NC(=O)N1 (configuration not stated) | 3% | -5 | 16% | 3% | 2 | 1 | -3% | 8% | -8% | 11
COc1cc(/C=C(\C#N)C(=O)Nc2cccc3ncccc23)ccc1O | 4% | / | -2% | / | 0 | 3 | 1% | -2% | / | /
COc1ccc2oc(=O)c(C(=O)N3CCc4ccccc43)cc2c1 | -3% | 10 | 11% | -1% | 2 | 1 | 10% | -8% | 27% | 4
COc1ccc(S(=O)(=O)N(C)C)cc1NC(=O)CCNC(=O)c1ccccc1OC | 0% | 1 | -5% | 2% | 0 | 5 | -11% | 43% | -20% | -13
O=C(OCC(=O)N1CCCC1=O)c1ccc(F)c(S(=O)(=O)N2CCOCC2)c1 | 1% | -9 | 13% | 1% | -1 | 1 | 8% | 24% | 2% | /
O=C1CC(c2ccco2)CC(O)=C1C=NCCO (configuration not stated) | 3% | -4 | -6% | -2% | -10 | 0 | 3% | 12% | 19% | 17
CCOC(=O)C1CCN(CCC(=O)Nc2ccc(Br)cc2)CC1 | 0% | 1 | 11% | -1% | -2 | 7 | 4% | -1% | -16% | ?
COc1cccc(C(=O)NCC2(c3ccccc3)CCCC2)c1OC | 0% | -12 | -2% | -1% | -1 | ? | 6% | 6% | 27% | 26
O=C(O)C1C2C=CC3(CN(C/C=C/c4ccccc4)C(=O)C13)O2 (configuration not stated) | -1% | -8 | 4% | -2% | 1 | 0 | -1% | -1% | 1% | -7
CSc1ccc(-c2cccc([N+](=O)[O-])c2)nn1 | -3% | 4 | -3% | -3% | 0 | 4 | ? | -5% | 25% | -4
CCOC(=O)COn1c(=O)c(=O)n(OC)c2ccccc21 | 1% | -3 | -3% | 4% | -3 | -2 | 3% | -12% | 6% | 15
